# Screens deposited in PubChem BioAssay by Broad Institute.
# BioA inh: BioA (M. tuberculosis) enzyme inhibition; purified M. tuberculosis BioA enzyme, plate reader; inhibition, % at 9.99 µM; actives 0.096% (n = 360,000); in the data active = inhibition above about 40%
# * = called active by the depositor.
> Cc1noc(C)c1NC(=O)Nc1ccc2c(c1)CC(=O)N([C@@H](C)CO)C[C@@H](C)[C@H](CN(C)Cc1ccc(C(F)(F)F)cc1)O2
  BioA inh: 1.0

> Cc1ccc(S(=O)(=O)N(C)C[C@H]2Oc3ccc(NS(=O)(=O)c4ccccc4)cc3C(=O)N([C@@H](C)CO)C[C@@H]2C)cc1
  BioA inh: -3.1

> C[C@H]1CN([C@@H](C)CO)C(=O)c2cc(-c3ccccc3F)cnc2O[C@@H]1CN(C)Cc1ccccc1
  BioA inh: 0.4

> CCN(C[C@@H]1N[C@@H](CO)[C@@H]1c1ccc(-c2cccc(C#N)c2)cc1)C(=O)COC
  BioA inh: -3.2

> C[C@H]1CN([C@@H](C)CO)S(=O)(=O)c2ccc(-c3cccnc3)cc2O[C@H]1CN(C)Cc1ccncc1
  BioA inh: 3.4

> CO[C@@H]1CN(C)C(=O)c2cc(NC(=O)c3cc(C)on3)ccc2OC[C@@H](C)N(C)C[C@@H]1C
  BioA inh: 0.2

> CCC(=O)N1CCCCN2[C@H](CO)[C@H](c3ccc(-c4cccc(C(=O)N(C)C)c4)cc3)[C@H]2C1
  BioA inh: 0.9

> C[C@H](CO)N1C[C@H](C)[C@H](CN(C)C(=O)Nc2ccc(F)cc2)Oc2ccc(NC(=O)Cc3cn(C)c4ccccc34)cc2C1=O
  BioA inh: -2.4

> C/C=C/c1ccc2c(c1)O[C@H](CN(C)Cc1ccc(C(=O)O)cc1)[C@H](C)CN([C@H](C)CO)S2(=O)=O
  BioA inh: 0.9

> COc1cccc(S(=O)(=O)N[C@@H]2CC[C@H](CC(=O)NCc3ccc(Cl)cc3)O[C@@H]2CO)c1
  BioA inh: -4.3

# Overlap with the part before: 3 compounds, followed by the next part.
> C[C@H](CO)N1C[C@H](C)[C@H](CN(C)C(=O)Nc2ccc(F)cc2)Oc2ccc(NC(=O)Cc3cn(C)c4ccccc34)cc2C1=O
  BioA inh: -2.4

> C/C=C/c1ccc2c(c1)O[C@H](CN(C)Cc1ccc(C(=O)O)cc1)[C@H](C)CN([C@H](C)CO)S2(=O)=O
  BioA inh: 0.9

> COc1cccc(S(=O)(=O)N[C@@H]2CC[C@H](CC(=O)NCc3ccc(Cl)cc3)O[C@@H]2CO)c1
  BioA inh: -4.3

> Cc1noc(C)c1NC(=O)N[C@@H]1CC[C@H](CCNC(=O)C2CCC2)O[C@@H]1CO
  BioA inh: -5.0

> C[C@@H]1CN([C@@H](C)CO)C(=O)c2cc(NS(=O)(=O)c3ccccc3)ccc2O[C@@H](C)CCCCO[C@@H]1CN(C)C
  BioA inh: 0.5

> COc1cccc(C(=O)Nc2ccc3c(c2)OC[C@@H](C)N(C(=O)C2CCCCC2)C[C@@H](C)[C@H](OC)CN(C)C3=O)c1
  BioA inh: -2.7

> CO[C@@H]1CN(C)C(=O)c2cc(NS(=O)(=O)CC(F)(F)F)ccc2OC[C@H](C)N(CCC(F)(F)F)C[C@@H]1C
  BioA inh: -3.8

> CC(C)NC(=O)N(C)C[C@H]1Oc2ncc(C#Cc3ccncc3)cc2C(=O)N([C@@H](C)CO)C[C@H]1C
  BioA inh: 0.9

> C[C@H](O)C#Cc1cnc2c(c1)C(=O)N([C@@H](C)CO)C[C@@H](C)[C@@H](CN(C)C(=O)c1ccc(F)cc1)O2
  BioA inh: -1.6

> C[C@@H]1CN([C@H](C)CO)C(=O)c2cc(N(C)C)ccc2O[C@@H](C)CCCCO[C@@H]1CN(C)CC1CCCCC1
  BioA inh: -1.8

> O=C(C[C@H]1CC[C@@H]2[C@H](COC[C@@H](O)CN2S(=O)(=O)c2ccc(F)cc2)O1)NCCN1CCCCC1
  BioA inh: -0.1

> CN(C)C(=O)C[C@H]1C[C@H]2c3cc(NC(=O)NC4CCCCC4)ccc3O[C@H]2[C@H](CO)O1
  BioA inh: -1.3

> Cc1ccccc1-c1ccc([C@H]2[C@@H](CO)N3CCCCN(C(=O)CN4CCOCC4)C[C@H]23)cc1
  BioA inh: 2.2

> CCCN(C)C[C@@H]1Oc2cc(C#Cc3cccnc3)ccc2S(=O)(=O)N([C@@H](C)CO)C[C@H]1C
  BioA inh: -1.0

> C[C@@H]1CN([C@H](C)CO)C(=O)Cc2cc(NS(=O)(=O)c3ccc(Cl)cc3)ccc2O[C@H]1CN(C)Cc1ccc(Cl)c(Cl)c1
  BioA inh: -1.3

> CCC(=O)Nc1ccc2c(c1)OC[C@H](C)N(Cc1cccc(F)c1)C[C@@H](C)[C@@H](OC)CN(C)C2=O
  BioA inh: 0.1

> CNC[C@H]1OCCCC[C@@H](C)Oc2ccc(NC(=O)NC3CCCCC3)cc2C(=O)N([C@H](C)CO)C[C@H]1C
  BioA inh: -1.1

> C[C@H](NC(=O)C[C@@H]1C[C@H]2c3cc(NC(=O)NC4CCCC4)ccc3O[C@H]2[C@H](CO)O1)c1ccccc1
  BioA inh: -0.6

> O=C(CN1CCOCC1)N[C@@H]1CC[C@H](CCNC(=O)C2CCCC2)O[C@@H]1CO
  BioA inh: 4.4

> CC(C)(C)[S@@](=O)N1Cc2cc(C(=O)NCCc3ccncc3)nc(-c3cccc(-c4ccncc4)c3)c2[C@H]1CCO
  BioA inh: 0.4

> CCCN1C[C@H](C)[C@H](OC)CN(C)C(=O)c2cc(NC(=O)NC3CCCCC3)ccc2OC[C@H]1C
  BioA inh: 2.0

> CN1C(=O)c2cc(NC(=O)Cc3ccccc3)ccc2OC[C@@H]2O[C@@H](CC(=O)NCC3CC3)CC[C@@H]21
  BioA inh: 1.7

> CC(C)OC(=O)N(C)C[C@H]1OCc2ccccc2-c2c(n(C)c3ccccc23)C(=O)N([C@@H](C)CO)C[C@@H]1C
  BioA inh: 3.3

> C[C@@H]1CCCCO[C@@H](CN(C)C(=O)C2CCCCC2)[C@H](C)CN([C@@H](C)CO)C(=O)c2cc(NC(=O)CCC(F)(F)F)ccc2O1
  BioA inh: -0.8

> CN(C)C(=O)C[C@H]1C[C@H]2c3cc(NC(=O)Nc4ccc(C(F)(F)F)cc4)ccc3O[C@H]2[C@H](CO)O1
  BioA inh: -0.5

> Cc1noc(C)c1NC(=O)Nc1ccc2c(c1)C(=O)N([C@H](C)CO)C[C@@H](C)[C@@H](CN(C)C)O2
  BioA inh: 3.5

> C[C@H]1CN([C@@H](C)CO)C(=O)Cc2cc(NC(=O)Nc3cccc4ccccc34)ccc2O[C@H]1CN(C)C(=O)Nc1ccc2c(c1)OCO2
  BioA inh: -2.2

> Cc1noc(C)c1NC(=O)N(C)C[C@@H]1Oc2ccc(NC(=O)Cc3ccccc3)cc2CC(=O)N([C@@H](C)CO)C[C@@H]1C
  BioA inh: -0.6

> C[C@@H]1CN([C@@H](C)CO)C(=O)c2cc(NC(=O)Cc3ccccc3)ccc2O[C@@H]1CN(C)Cc1ccc(C(F)(F)F)cc1
  BioA inh: 0.2

> Cc1cccc(S(=O)(=O)N[C@H]2CC[C@@H](CCn3cc(-c4ccccn4)nn3)O[C@H]2CO)c1
  BioA inh: 5.4

> COCC(=O)NC[C@H]1N[C@H](CO)[C@@H]1c1ccc(-c2ccccc2F)cc1
  BioA inh: 1.5

> O=S(=O)(c1ccccc1)N1CCCCN2[C@H](C1)[C@H](c1ccc(C#CC3CCCC3)cc1)[C@@H]2CO
  BioA inh: 1.9

> C[C@@H]1CN([C@H](C)CO)C(=O)c2cc(NC(=O)Nc3ccc(C(F)(F)F)cc3)ccc2O[C@@H](C)CCCCO[C@@H]1CN(C)Cc1ccc(C(F)(F)F)cc1
  BioA inh: -1.2

> CCCN(C)C[C@H]1Oc2ncc(C#CCC(C)C)cc2C(=O)N([C@H](C)CO)C[C@@H]1C
  BioA inh: 0.7

> CN(C)C(=O)c1cccc(-c2ccc([C@@H]3[C@@H](C#N)N(C(=O)C4CCC4)[C@@H]3CO)cc2)c1
  BioA inh: -1.7

> C[C@@H]1CN([C@@H](C)CO)C(=O)Cc2cc(NC(=O)Nc3ccccc3)ccc2O[C@H]1CN(C)S(=O)(=O)c1cn(C)cn1
  BioA inh: -3.4

> O=C(C[C@@H]1CC[C@H](NC(=O)Nc2cc(F)ccc2F)[C@H](CO)O1)NCc1ccncn1
  BioA inh: -1.7

> C[C@@H]1CCCCO[C@@H](CN(C)C(=O)c2ccccc2)[C@H](C)CN([C@@H](C)CO)C(=O)c2cc(NC(=O)Nc3cccc4ccccc34)ccc2O1
  BioA inh: 2.7

> COc1ccc(C(=O)N2C[C@H]3[C@@H](c4ccccc42)[C@H](CO)N3Cc2ccc3c(c2)OCO3)cc1
  BioA inh: 22.2

> COc1ccc(NC(=O)N(C)C[C@H]2OCCCC[C@@H](C)Oc3ccc(NS(C)(=O)=O)cc3C(=O)N([C@@H](C)CO)C[C@@H]2C)cc1
  BioA inh: 3.0

> COCC(=O)N(C)C[C@H]1Oc2cc(C3=CCCC3)ccc2S(=O)(=O)N([C@H](C)CO)C[C@H]1C
  BioA inh: -2.5

> COc1ccccc1NC(=O)N1CC[C@@H]2[C@H]1c1cc(-c3cccc(F)c3)ccc1N(C)[C@H]2CO
  BioA inh: -1.0

> CCCC#Cc1ccc([C@@H]2[C@H](CO)N3CCCCN(Cc4cncnc4)C[C@@H]23)cc1
  BioA inh: -0.9

> COc1ccccc1S(=O)(=O)N[C@H]1CC[C@@H](CCNC(=O)C2CCCCC2)O[C@H]1CO
  BioA inh: 1.5

> C[C@@H]1CCCCO[C@@H](CN(C)C(=O)c2ccncc2)[C@H](C)CN([C@@H](C)CO)C(=O)c2cc(NS(=O)(=O)c3ccc(Cl)cc3)ccc2O1
  BioA inh: 0.1

> CCC(=O)Nc1ccc2c(c1)OC[C@H](C)N(C(C)=O)C[C@H](C)[C@H](OC)CN(C)C2=O
  BioA inh: -0.8

> O=C(Cc1ccncc1)NCC[C@@H]1CC[C@H](NC(=O)C2CC2)[C@@H](CO)O1
  BioA inh: 4.1

> CCC(=O)Nc1ccc2c(c1)OC[C@@H](C)N(C(C)=O)C[C@@H](C)[C@H](OC)CN(C)C2=O
  BioA inh: -0.8

> C[C@@H]1CCCCO[C@@H](CN(C)Cc2ccc(Cl)c(Cl)c2)[C@H](C)CN([C@H](C)CO)C(=O)c2cc(NS(=O)(=O)c3cccs3)ccc2O1
  BioA inh: -3.4

> C[C@@H]1CN([C@H](C)CO)C(=O)c2cc(NC(=O)Nc3ccc(F)cc3)ccc2O[C@@H]1CN(C)C
  BioA inh: -3.0

> C[C@@H]1CN([C@@H](C)CO)S(=O)(=O)c2ccc(C3=CCCC3)cc2O[C@@H]1CN(C)C(=O)c1ccc(F)cc1
  BioA inh: 0.6

> C[C@@H]1CN([C@H](C)CO)C(=O)c2cc(C3=CCCCC3)cnc2O[C@@H]1CN(C)C(=O)NC1CCCC1
  BioA inh: -1.7

> CNC[C@@H]1Oc2ccc(NC(=O)Nc3ccccc3)cc2CC(=O)N([C@@H](C)CO)C[C@H]1C
  BioA inh: 3.7

> Cc1noc(C)c1NC(=O)Nc1ccc2c(c1)C(=O)N([C@@H](C)CO)C[C@H](C)[C@@H](CN(C)Cc1ccccc1)OCCCC[C@H](C)O2
  BioA inh: 1.0

> C[C@H]1CN([C@@H](C)CO)S(=O)(=O)c2ccc(C#Cc3ccncc3)cc2O[C@@H]1CN(C)C(=O)c1ccncc1
  BioA inh: 0.1

> CC(C)NC(=O)Nc1ccc2c(c1)C(=O)N([C@@H](C)CO)C[C@H](C)[C@@H](CN(C)Cc1ccc(C(=O)O)cc1)OCCCC[C@H](C)O2
  BioA inh: -0.9

> COCC(=O)Nc1ccc2c(c1)C(=O)N(C)C[C@H](OC)[C@@H](C)CN(C(=O)c1cccnc1)[C@H](C)CO2
  BioA inh: -1.2

> COCC(=O)Nc1ccc2c(c1)[C@@H]1C[C@H](CC(=O)NCc3cc(F)ccc3F)O[C@H](CO)[C@@H]1O2
  BioA inh: 1.3

> CC(C)NC(=O)N(C)C[C@@H]1OCCCC[C@@H](C)Oc2ccc(N(C)C)cc2C(=O)N([C@@H](C)CO)C[C@H]1C
  BioA inh: -1.6

> COc1ccccc1S(=O)(=O)N1CC[C@@H]2[C@@H](CO)Nc3ccc(-c4ccccc4)cc3[C@@H]21
  BioA inh: 18.0

> Cc1noc(C)c1NC(=O)N(C)C[C@@H]1Oc2ccc(NC(=O)c3ccncc3)cc2C(=O)N([C@@H](C)CO)C[C@H]1C
  BioA inh: -0.2

> C[C@@H]1CN([C@@H](C)CO)C(=O)Cc2cc(NC(=O)Cc3ccccc3)ccc2O[C@H]1CN(C)CC1CC1
  BioA inh: -0.4

> O=S(=O)(c1ccccc1)N1CCCCN2[C@@H](CO)[C@@H](c3ccc(-c4ccccc4F)cc3)[C@@H]2C1
  BioA inh: 14.8

> CC(=O)N(C)C[C@@H]1Oc2cc(C#C[C@H](C)O)ccc2S(=O)(=O)N([C@H](C)CO)C[C@@H]1C
  BioA inh: -2.7

> C[C@H](CO)N1C[C@H](C)[C@H](CN(C)C(=O)C2CCC2)Oc2cc(C#C[C@@H](C)O)ccc2S1(=O)=O
  BioA inh: -1.9

> Cc1ccc(S(=O)(=O)Nc2ccc3c(c2)C(=O)N([C@H](C)CO)C[C@@H](C)[C@@H](CN(C)C(=O)NC(C)C)OCCCC[C@H](C)O3)cc1
  BioA inh: 0.4

> O=C(C[C@H]1CC[C@@H]2[C@H](COC[C@H](O)CN2C(=O)Nc2ccccc2)O1)NC1Cc2ccccc2C1
  BioA inh: -1.7

> C[C@@H]1CN([C@H](C)CO)C(=O)c2cc(C#CC(C)(C)O)cnc2O[C@@H]1CN(C)Cc1ccccn1
  BioA inh: -2.4

> C[C@H](CO)N1C[C@H](C)[C@H](CN(C)C(=O)NC2CCCC2)Oc2ncc(-c3cccc(F)c3)cc2C1=O
  BioA inh: -0.3

> Cc1noc(C)c1S(=O)(=O)Nc1ccc2c(c1)C(=O)N([C@H](C)CO)C[C@@H](C)[C@@H](CN(C)Cc1ccc(-c3ccccc3)cc1)O2
  BioA inh: 0.4

> COCC(=O)N(C)C[C@@H]1Oc2ncc(C#CC(C)(C)O)cc2C(=O)N([C@H](C)CO)C[C@@H]1C
  BioA inh: -0.8

> COCC(=O)N(C)C[C@H]1Oc2cc(-c3ccc(F)cc3)ccc2S(=O)(=O)N([C@@H](C)CO)C[C@H]1C
  BioA inh: -0.4

> C[C@H]1CN([C@@H](C)CO)C(=O)Cc2cc(NC(=O)CCC(F)(F)F)ccc2O[C@H]1CN(C)Cc1ccc2c(c1)OCO2
  BioA inh: 1.7

> CC(C)NC(=O)N[C@H]1CC[C@@H](CCNS(=O)(=O)Cc2ccccc2)O[C@H]1CO
  BioA inh: -3.5

> C[C@@H]1CN([C@@H](C)CO)C(=O)Cc2cc(NS(=O)(=O)c3cccs3)ccc2O[C@@H]1CN(C)Cc1ccccc1
  BioA inh: 1.6

# Some of the compounds tested; count on the stated rates, not on these rows.
